Epigenetic mod: epigenetic modulators derepressing GFP locus in mouse cells | Potency, µM (top dose mostly 46.1 µM), without a hit: at the top dose GFP derepression (activation) | mouse C127i GFP locus derepression, cytometry, 30 h | 68,000 compounds, 0.09% hits | AID 597; also: % of control where 0% means no effect
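Locus derepression in mouse mammary C127i cells whose integrated CMV-GFP reporter is normally silent; GFP expression after 30 h compound treatment was quantified by counting fluorescent cells.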
UbGFP stabilizer: proteasome inhibitors stabilizing ubiquitin-GFP reporter; Ubiquitin-GFP reporter cells, proteasome inhibition, GFP fluorescence; response scale: untreated = 0%, 10 µM MG-132 = 100%; Potency, µM (doses to about 45.9 µM), for the others: at the top dose activation (GFP accumulation), actives largely listed as activators; 67,000 tested, under 10 active; active = well fitted activation curve with a large enough effect, not every such curve was filed as active; inconclusive = small, poorly fitted or top-dose-only effect, or another doubt; inactive = no such curve, though single readings can be large or run the other way; also: potency is read from the fitted curve at half-maximal effect
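U2OS cells stably expressing ubiquitin(G76V)-GFP, seeded overnight in 0.5% FBS medium, were exposed to compounds (qHTS, 46 uM to 2.9 nM) for 4 hr at 37 °C. GFP-positive cells were counted by laser cytometry (488 ex/515 em), normalized between basal and 10 uM MG-132.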
15-hLO inh: inhibitors of human 15-lipoxygenase (ALOX15); purified 15hLO-1, xylenol orange hydroperoxide absorbance; Potency, µM (highest dose often 57.1 µM), for inactives: top-dose activity change, negative = inhibition, most hits filed as inhibitors; 74,000 compounds, 1.4% hits; AID 887; also: potency is read from the fitted curve at half-maximal effect; % is scaled to controls: 0 for no effect and ±100 for the full control effect; nearly all actives have a fitted effect of over 55% in size
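40 nM 15hLO-1 + cpd, 15 min RT; start w/ 50 uM AA (final), 6 min RT; stop/detect w/ 200 uM XO + 300 uM Fe(II) in 50 mM H2SO4, 30 min; A573/A405. Buffer 25 mM Hepes pH 7.5, 0.01% Triton X-100. No-enzyme wells as negative control.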
4-MU autofl: compound fluoresces in the 4-MU spectral region | compound autofluorescence, 340/450 nm, 4-MU equivalents; hits give high values | max dye-equivalent concentration, M | 59,000 compounds, 11% hits; in the data active = max dye-equivalent concentration above about 10 nM; inconclusive = mostly about 1.1 nM to 9.6 nM
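Compounds in 100 mM Tris, pH 8.0, sat 15 min at room temperature before fluorescence was read at 340 nm excitation/450 nm emission; a per-plate six-point 4-MU standard curve converted signals to dye-equivalent concentration at each compound concentration.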
A350 fluor: compound fluoresces in the Alexa 350 spectral region; Compound autofluorescence, 340/450 nm, Alexa 350 dye-equivalents; hits give high values; max dye-equivalent concentration, M; 59,000 compounds, 11% hits; in the data active = max dye-equivalent concentration above about 10 nM; inconclusive = mostly about 1.1 nM to 9.6 nM
BRCT PPI red: disrupts BRCA1 BRCT binding to phosphoprotein, red fluorophore readout; P38398; BRCT-phosphopeptide binding, red fluorescence polarization; Potency, µM (highest dose often 76.9 µM), without a hit: top-dose activity change, negative = inhibition, hits mostly inhibitors; 75,000 compounds, 0.03% hits; AID 892; also: % is scaled to controls: 0 for no effect and ±100 for the full control effect
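Fluorescence polarization: 100 nM His-tagged BRCA1 BRCT with 100 nM TAMRA-labelled phospho-BACH1 decapeptide, phosphate buffer pH 7.3 with 150 mM NaCl, DTT, 0.01% Tween 20; 12 min RT. Binding inhibition seen as FP decrease.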
Pol III holo inh: inhibitors of bacterial DNA polymerase III holoenzyme; reconstituted DNA polymerase III holoenzyme replication, biochemical; Potency, µM (doses to about 57.1 µM), inactives show top-dose activity change, negative = inhibition; 71,000 compounds, 0.25% hits; also: potency is read from the fitted curve at half-maximal effect; % is scaled to controls: 0 for no effect and ±100 for the full control effect
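Reconstituted *E. coli* holoenzyme (0.35 nM Pol III, 1 nM beta, 154 nM SSB, 2 nM primase) was preincubated with compound for 15 min at RT. Synthesis on 1.4 nM ssM13Gori ran 35 min, then was stopped with PicoGreen/EDTA and read as dsDNA fluorescence.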
CRE Fsk mod: alters forskolin-stimulated CRE reporter signaling in CHO cells; CHO CRE-bla reporter (cAMP response element driving beta-lactamase), forskolin EC10, beta-lactamase ratio; Potency, µM (series often up to 38.2 µM), without a hit: at the top dose activity change, negative = inhibition, usual class: activators; 71,000 compounds, 2.5% hits; AID 662; active = well fitted activation curve with a large enough effect in the signal ratio, with a control signal flat, not every such curve was filed as active; inconclusive = small, poorly fitted or top-dose-only effect, or effect the other way, or a change in a side signal; the % refers to the signal ratio; also: potency is read from the fitted curve at half-maximal effect; % of control where 0% means no effect
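Titrated compounds plus EC10 NKH 477 on CHO CRE-bla cells, 3 h, 37 °C. CCF4, 2 h RT. Ratio 460/530 nm → AC50.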
BRCT inh green: BRCA1 BRCT-phosphoprotein interaction inhibition. P38398. AID 875. Potency, µM (titrated, usually from 76.9 µM), without a hit: top-dose activity change, negative = inhibition, hits mostly inhibitors. 75,000 compounds, 0.05% hits. BRCA1 BRCT-phosphopeptide binding, green fluorescence polarization;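 also: potency is read from the fitted curve at half-maximal effect; plate controls were peptide without protein for full effect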
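Compounds were incubated for 12 min at room temperature with a complex of 100 nM fluorescein-tagged pBACH1 decapeptide and 250 nM His-tagged BRCT protein. Buffer was phosphate pH 7.3 with EDTA, DTT and Tween 20. Disruption of binding lowers the polarization signal.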
Hsp90 Hop PPI: changes Hsp90-Hop TPR2A binding signal, up or down | 71,000 compounds, 0.44% hits | Potency, µM (doses to about 57 µM), inactives show at the highest dose activity change, negative = inhibition | AlphaScreen TPR2A-His6 binding biotin-Hsp90 C-terminal peptide; active = well fitted curve in either direction with a large enough effect; inconclusive = small, poorly fitted or top-dose-only effect, or another doubt; also: potency is read from the fitted curve at half-maximal effect; % is scaled to controls: 0 for no effect and ±100 for the full control effect; many of its hits are not listed in these tables
HBB splicing: modulators of hemoglobin beta chain splicing; 65,000 compounds, 0.06% hits; Potency, µM (top dose mostly 46.1 µM), inactives show top-dose activation, hits mostly activators; HBB splicing reporter cell assay, activation; EGFP reporter with mutant IVS2-654 intron; response scale: normalised to 500 nM splice-correcting PNA; also: potency is read from the fitted curve at half-maximal effect; 0% is about no effect
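HeLa cells stably expressing EGFP interrupted by mutant beta-globin intron 2 (IVS2-654), 500/well in 2% FCS. Treated with compound for 2 days at 37C. Splicing correction scored as total well GFP intensity (488 nm excitation, 500-520 nm emission); 500 nM antisense PNA served as control.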
The depositor's hits bear a star; [ ] = dose if it differs, or a comment. Unless noted, calls follow the shape of the dose curve; as a rule, active = well fitted curve in the direction sought with a large enough effect; inconclusive = small, poorly fitted or top-dose-only effect, or another doubt; inactive = no such curve, though single readings can be large; an effect the other way counts as inactive or inconclusive.

`Cc1cc(Cl)c(S(=O)(=O)NC(C(=O)O)c2ccccc2)cc1OCC(N)=O` (configuration not stated) gave Epigenetic mod 4%, UbGFP stabilizer 6%, 15-hLO inh 4%, 4-MU autofl inactive, A350 fluor inactive, BRCT PPI red -0.3%, Pol III holo inh 4%, CRE Fsk mod -3%, BRCT inh green -1.1%, Hsp90 Hop PPI -5% and HBB splicing -0.4%.
CCOC(=O)Cn1c(=O)oc2cc(S(=O)(=O)Nc3c(C)cc(C)cc3C)ccc21 was read as UbGFP stabilizer -8%, 15-hLO inh -14%, BRCT PPI red 0.5%, Pol III holo inh -4%, CRE Fsk mod -8%, BRCT inh green 15%, Hsp90 Hop PPI -3% and HBB splicing -0.4%.
CCCc1nnc(SCc2ccc(C(=O)OC)o2)n1N was read as Epigenetic mod 4%, UbGFP stabilizer 6%, 15-hLO inh 4%, 4-MU autofl 4.1e-08M*, A350 fluor 4.5e-08M*, BRCT PPI red -0.8%, Pol III holo inh -2%, CRE Fsk mod 4%, BRCT inh green -1.8%, Hsp90 Hop PPI -20% and HBB splicing -1.1%.
For O=C(O)c1cc2ccccc2c(S(=O)(=O)O)c1O the results were Epigenetic mod 0%[9.22 µM], UbGFP stabilizer 6%[9.17 µM], 15-hLO inh -2%[11.4 µM], 4-MU autofl inconclusive, A350 fluor inconclusive, BRCT PPI red -2.0%[15.4 µM], Pol III holo inh -12%[11.4 µM], CRE Fsk mod -9%[7.6 µM], BRCT inh green -5.1%[15.4 µM], Hsp90 Hop PPI -5%[11 µM] and HBB splicing 1.0%[9.22 µM].
`Cc1ccc(-c2noc(CCC(=O)NCCN3CCOCC3)n2)cc1` gave Epigenetic mod 4%, UbGFP stabilizer 2%, 15-hLO inh 5%, 4-MU autofl inactive, A350 fluor inactive, BRCT PPI red 0.0%, Pol III holo inh -6%, CRE Fsk mod 3%, BRCT inh green -1.0%, Hsp90 Hop PPI 0% and HBB splicing -2.1%.
CCn1nc(C(=O)OCC(=O)c2cc(C)n(Cc3cccs3)c2C)c2ccccc2c1=O was read as Epigenetic mod 0%, UbGFP stabilizer 1%, 15-hLO inh -2%, 4-MU autofl inactive, A350 fluor inactive, BRCT PPI red 0.7%, Pol III holo inh -4%, CRE Fsk mod 15%, BRCT inh green -2.7%, Hsp90 Hop PPI 0% and HBB splicing -4.4%.
For Cc1nn2c3c(cnc2c1-c1ccccc1)C(=O)CC(c1ccco1)C3 (configuration not stated) the results were Epigenetic mod 6%, UbGFP stabilizer 11%, 15-hLO inh -5%, 4-MU autofl inactive, A350 fluor inactive, BRCT PPI red 0.6%, Pol III holo inh 1%, CRE Fsk mod 14%, BRCT inh green -2.3%, Hsp90 Hop PPI -1% and HBB splicing -2.3%.
For CC1CCCCC1NC(=O)C1CCN(C(=O)c2sccc2-n2cccc2)CC1 (configuration not stated) the results were Epigenetic mod -3%, UbGFP stabilizer 6%, 15-hLO inh 2%, BRCT PPI red 1.9%, Pol III holo inh -7%, CRE Fsk mod -4%, BRCT inh green 2.2%, Hsp90 Hop PPI -4% and HBB splicing -0.4%.
For CC(NC(=O)CNC(=O)OCc1ccccc1)C(=O)N1CC(O)CC1C(=O)OCc1ccccc1 (configuration not stated) the results were Epigenetic mod 0%, UbGFP stabilizer 10%, 15-hLO inh 14%, 4-MU autofl inactive, A350 fluor inactive, BRCT PPI red -2.0%, Pol III holo inh -7%, CRE Fsk mod -9%, BRCT inh green 1.6%, Hsp90 Hop PPI 7% and HBB splicing -1.3%.
OCC1OC(n2nc3ccccc3n2)C(O)C(O)C1O (configuration not stated) was read as Epigenetic mod -2%, UbGFP stabilizer 3%, 15-hLO inh 5%, 4-MU autofl inactive, A350 fluor inactive, BRCT PPI red 0.1%, Pol III holo inh -4%, CRE Fsk mod -3%, BRCT inh green -2.1%, Hsp90 Hop PPI -1% and HBB splicing 0.4%[57.5 µM].
CCC(C)NC(=O)c1c(N)n(/N=C/c2cccnc2)c2nc3ccccc3nc12 (configuration not stated) was read as Epigenetic mod -3%, UbGFP stabilizer 7%, 15-hLO inh -19%, 4-MU autofl 5.2e-08M*, A350 fluor inconclusive, BRCT PPI red -1.8%, Pol III holo inh -2%, CRE Fsk mod 0.63µM*, BRCT inh green 0.2%, Hsp90 Hop PPI 9% and HBB splicing -1.4%[1.84 µM].
COc1nc2cc(C)ccc2cc1-c1noc(-c2cccnc2)n1 was read as Epigenetic mod 9%, UbGFP stabilizer -3%, 15-hLO inh 13%, 4-MU autofl inactive, A350 fluor inconclusive, BRCT PPI red -0.2%, Pol III holo inh 10%, CRE Fsk mod inconclusive, BRCT inh green -0.8%, Hsp90 Hop PPI 0% and HBB splicing 0.3%[0.369 µM].
CCN(CC)CCCNC(=O)c1c(O)c2c([nH]c1=O)CCCC2 was read as Epigenetic mod 0%, UbGFP stabilizer -4%, 15-hLO inh 4%, 4-MU autofl inactive, A350 fluor inactive, BRCT PPI red 0.4%, Pol III holo inh -7%, CRE Fsk mod 7%, BRCT inh green 0.4% and Hsp90 Hop PPI 5%.
Screening COC(=O)Cn1ncc2c(C)n(Cc3ccccc3)c(C)c2c1=O returned Epigenetic mod -3%, UbGFP stabilizer 0%, 15-hLO inh 1%, BRCT PPI red -0.6%, Pol III holo inh -2%, CRE Fsk mod 10%, BRCT inh green -1.8%, Hsp90 Hop PPI -7% and HBB splicing -0.3%.
`Cn1c(-c2ccccc2)cc(=O)c2ccccc21` gave Epigenetic mod -2%, UbGFP stabilizer 4%, 15-hLO inh 5%, BRCT PPI red -0.7%, Pol III holo inh -2%, CRE Fsk mod inconclusive, BRCT inh green -2.0%, Hsp90 Hop PPI 1% and HBB splicing 0.4%[9.22 µM].
`O=c1[nH]c(CN2CCN(C/C=C/c3ccccc3)CC2)nc2ccccc12` gave Epigenetic mod 0%, UbGFP stabilizer 2%, 15-hLO inh -1%, 4-MU autofl 1.2e-08M*, A350 fluor 1.3e-08M*, BRCT PPI red 0.3%, Pol III holo inh -1%, CRE Fsk mod -14%, BRCT inh green 0.1%, Hsp90 Hop PPI -4% and HBB splicing 5.8%.
COc1ccc(CNC(=O)Cn2cnc3c(=O)n(C)c(=O)n(C)c32)cc1 was read as Epigenetic mod 0%, UbGFP stabilizer -7%, 15-hLO inh -12%, 4-MU autofl inactive, A350 fluor inconclusive, BRCT PPI red -2.2%, Pol III holo inh -2%, CRE Fsk mod -5%, BRCT inh green -2.9%, Hsp90 Hop PPI -3% and HBB splicing 5.2%.
`COc1cc(C2C3=C(Nc4ncnn42)c2ccccc2CC3)cc(OC)c1OC` (configuration not stated) gave Epigenetic mod 3%, UbGFP stabilizer 6%, 15-hLO inh -6%, 4-MU autofl inconclusive, A350 fluor inconclusive, BRCT PPI red -1.1%, Pol III holo inh 1%, CRE Fsk mod 0.5µM*, BRCT inh green -1.3%, Hsp90 Hop PPI -6% and HBB splicing 0.4%.
COn1c(-n2nc(C)cc2C)nc2ccccc2c1=O was read as Epigenetic mod 2%, UbGFP stabilizer 4%, 15-hLO inh 6%, 4-MU autofl inactive, A350 fluor inactive, BRCT PPI red -0.7%, Pol III holo inh -4%, CRE Fsk mod inconclusive, BRCT inh green -0.5%, Hsp90 Hop PPI -1% and HBB splicing -1.4%[57.5 µM].
Screening O=C(CSc1nnc(Cc2ccccc2)o1)N1CCOCC1 returned Epigenetic mod -1%, UbGFP stabilizer -2%, 15-hLO inh 6%, 4-MU autofl inactive, A350 fluor inactive, BRCT PPI red 0.4%, Pol III holo inh -1%, CRE Fsk mod 3%, BRCT inh green -1.2% and Hsp90 Hop PPI -2%.
O=C(CSc1nnc(CNc2ccccc2)o1)N1CCCc2ccccc21 was read as Epigenetic mod -2%, UbGFP stabilizer 2%, 15-hLO inh -3%, 4-MU autofl inactive, A350 fluor inactive, BRCT PPI red -0.3%, Pol III holo inh -1%, CRE Fsk mod -9%, BRCT inh green -4.1% and Hsp90 Hop PPI -2%.
